Compound activity deposited in PubChem by National Center for Advancing Translational Sciences (NCATS).
AmpC inh det – AmpC beta-lactamase inhibition, detergent assay | P00811 | purified AmpC, nitrocefin hydrolysis with detergent | Potency, µM (top dose mostly 28.7 µM), for the others: top-dose activity change, negative = inhibition | 71,000 compounds, 0.09% hits | AID 584; active means well fitted curve in the direction sought with a large enough effect
Target sequence (P00811 whole entry, looked up): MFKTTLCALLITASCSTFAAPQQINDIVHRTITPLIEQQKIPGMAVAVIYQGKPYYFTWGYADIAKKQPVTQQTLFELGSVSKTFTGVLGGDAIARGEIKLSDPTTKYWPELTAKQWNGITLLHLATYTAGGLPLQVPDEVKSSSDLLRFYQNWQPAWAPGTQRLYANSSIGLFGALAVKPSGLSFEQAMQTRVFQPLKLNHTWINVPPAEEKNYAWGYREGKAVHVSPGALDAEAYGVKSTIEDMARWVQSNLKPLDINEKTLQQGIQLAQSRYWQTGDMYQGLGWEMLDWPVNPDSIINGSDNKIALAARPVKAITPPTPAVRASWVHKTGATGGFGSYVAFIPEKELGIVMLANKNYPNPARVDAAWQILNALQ
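E. coli AmpC (5.3 nM) in 20 mM phosphate pH 7.0 with 0.01% Triton X-100, preincubated 15 min RT with compound; nitrocefin (2 uL of 800 uM stock) hydrolysis followed by 480 nm absorbance every 20 s over 4 min.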
Starred values were filed as active, the others as inactive; & = joins results of further samples; [ ] = remark or other dose. On the % scale 0 is the no-effect control and ±100 the full control effect; potency means the concentration at half of the fitted maximal effect.

The opening 4 records, ahead of the listing:
SMILES	AmpC inh det
O=c1/c(=C/c2ccccn2)sc2nc3ccccc3n12	-1.3%
CCC(c1nnnn1C1CCCC1)N1CCN(c2ccccc2F)CC1 (stereo not given)	8.4%
O=C(NCc1cccnc1)c1c[nH]c2cc3c(cc2c1=O)OCCO3	6.0%
CCN(CC(=O)O)CC(=O)O	8.7%[5.75 µM]

The whole of this part, previewed entries included:
SMILES	AmpC inh det
O=c1/c(=C/c2ccccn2)sc2nc3ccccc3n12	-1.3%
CCC(c1nnnn1C1CCCC1)N1CCN(c2ccccc2F)CC1 (stereo not given)	8.4%
O=C(NCc1cccnc1)c1c[nH]c2cc3c(cc2c1=O)OCCO3	6.0%
CCN(CC(=O)O)CC(=O)O	8.7%[5.75 µM]
COc1cc2c(N3CCOCC3)cc(O)c(CC(=O)Nc3ccccc3)c2cc1OC	-5.9%
O=C(CCCCCN1C(=O)CCC1=O)Nc1ccc(Br)cc1F	-2.6%
COC(=O)Nc1ccc2c(c1)N(C(=O)CCN1CCOCC1)c1ccccc1S2	1.1%
O=C(O)c1c(Cl)c(Cl)c(Cl)c(Cl)c1C(=O)N1CCOCC1	10.9%
COC(=O)CSc1nsc(SCC(=O)OC)n1	10.7%
CC(=O)OCn1nnc2ccccc2c1=O	-1.8%
CCOc1ccc(C=NC23CN4CN(CN(C4)C2)C3)cc1	-2.1%
CC(C)Oc1ccc(C(=O)Nc2ccc(N(C)C)cc2)cc1	-0.2%
CCOc1ccccc1-n1c(O)c(C=NCc2ccc3c(c2)OCO3)c(=O)[nH]c1=O	-7.8%
CCOC(=O)CN(C(=O)Cn1nnc2ccccc21)C(C(=O)NCCOC)c1ccccc1C (stereo not given)	-4.2%
Cc1cc(N2CCN(c3nnnn3-c3ccccc3)CC2)n2ncnc2n1	-1.3%
COc1ccc(NC(=O)c2ccc3c(c2)n(C)c(=O)n3C)cc1	3.3%
O=C(Nc1nnc(-c2ccccc2Cl)o1)c1cccnc1	-4.5%
CCN(CC)CCNC(=O)c1ccc2c(c1)ncn2C1CCCCC1	-1.4%
C=CCn1c(N)c(C(=O)N2CCN(C)CC2)sc1=S	-5.2%
CCN(CC)COC(=S)S	-2.6%[5.75 µM]
O=C(CSc1ncnc2c1cnn2Cc1ccccc1)Nc1ccc2c(c1)OCCO2	-2.0%
O=C(c1ccco1)N1CCN(C(=O)C2(S(=O)(=O)c3ccc(Cl)cc3)CC2)CC1	-1.9%
COc1ccc(OC)c(NC(=O)c2cc3ccccc3o2)c1	-1.1%
Cc1sc2c(c1C)c(=O)n(-c1ccccc1)c1nncn21	7.0%
O=S(=O)(NC1CCCCC1)c1ccc(Cl)s1	-4.2%
CCN1CCCC1Cn1c(-c2ccccc2)nc2c(N3CCOCC3)nc(C)nc21 (stereo not given)	15.7%
CCOc1ccc2nc(NC3=NCN(CC4CCCO4)CN3)nc(C)c2c1 (stereo not given)	-2.0%
c1ccc(Cn2nnc3c(N4CCCC4)ncnc32)cc1	-2.3%
COC(=O)N1CCC2(CCCN(Cc3cc(C(F)(F)F)cc(C(F)(F)F)c3)C2)CC1	0.3%
O=C(COc1ccc(F)cc1Br)N1CCc2ccccc21	-6.2%
COc1ccc(Cl)cc1C(=O)N1CCN=C1SC	4.9%
Cn1cccc1Cc1nnc(SCC(N)=O)n1CCc1ccccc1	5.5%
O=C(NCCCN1CCOCC1)c1cc(-c2ccc(O)cc2)on1	8.2%
O=S(=O)(Cc1ccccc1)N1CCC(N2CCN(c3ccccc3)CC2)CC1	-0.3%
COc1ccc(OCC(=O)Nc2ccc3c(c2)nc(CCN2CCOCC2)n3C)cc1	-3.7%
Cc1csc(OCc2ccc(C#N)cc2)n1	-1.1%
CC(C)C(=O)N1CCN(c2ccccc2NC(=O)Cc2ccc(Cl)cc2)CC1	6.9%
Cc1cccc(OCCCC(=O)O)c1C	4.1%
COc1ccc(-c2noc(CSc3nnc(CCc4ccccc4)n3-c3ccccc3)n2)cc1OC	-7.5%
O=S(=O)(Nc1ccc(C(F)(F)F)cc1)c1cnc[nH]1	-2.3%
CCCC(=O)N1CCN(c2ccc(NC(=O)c3ccccc3)cc2)CC1	20.1%
Cc1ccc2ccc(S(=O)(=O)n3nc(C)cc3C)cc2c1	6.9%
COc1ccc(C(=O)N2CCCC(c3nc(-c4ccc(OC)c(OC)c4)no3)C2)c(OC)c1 (stereo not given)	-0.4%
O=C(NC(=O)N1CCN(c2cccc(Cl)c2)CC1)c1ccccc1	-6.2%
CCN=C1SCC(=O)N1c1ccc(OC)cc1	-1.2%
CC(C)CCNC(=O)NC(=O)CSc1nnc2ccccn12	2.5%
Cc1ccc(C(C(=O)NC(C)(C)C)N(C(=O)c2csnn2)c2cccc(F)c2)o1 (stereo not given)	-1.7%
COC(=O)CN(c1ccc(C)cc1)S(=O)(=O)c1ccc2c(c1)n(C)c(=O)c(=O)n2C	11.5%

Compounds listed so far with bromine, in the order listed:
SMILES	AmpC inh det
O=C(CCCCCN1C(=O)CCC1=O)Nc1ccc(Br)cc1F	-2.6%
O=C(COc1ccc(F)cc1Br)N1CCc2ccccc21	-6.2%

A draw from above in order of formula weight, low to high.
SMILES	AmpC inh det
CC(=O)OCn1nnc2ccccc2c1=O	-1.8%
COc1ccc(NC(=O)c2ccc3c(c2)n(C)c(=O)n3C)cc1	3.3%
COc1ccc(OCC(=O)Nc2ccc3c(c2)nc(CCN2CCOCC2)n3C)cc1	-3.7%

Carrying on.
SMILES	AmpC inh det
O=C(CN1CCN(S(=O)(=O)c2ccc(Cl)cc2)CC1)Nc1ccc2c(c1)OCO2	15.0%
C#CCOC(=O)c1ccccc1C(=O)N(CC)CC	1.7%
CNC(=O)[C@H](C)[C@@H]1C[C@@]1(C)[C@@H](NC(=O)OCc1ccccc1)c1ccccc1	-3.1%
CN(C)CC[C@H](c1ccc(Cl)cc1)c1ccccn1	-0.5%[12.8 µM]
CC(=O)Nc1ccc(S(=O)(=O)NC(C(=O)O)C2=CCC=CC2)cc1 (stereo not given)	13.5%
O=C(C1CC(c2ccc(F)cc2)=NO1)N1CCCCC1 (stereo not given)	-3.9%
COc1ccc(N(C(C)C(=O)NC2CCCCCC2)S(C)(=O)=O)cc1 (stereo not given)	-1.1%
CCN(CCNC(=O)C1CCN(Cc2nc(-c3ccc(Cl)cc3)oc2C)CC1)c1ccccc1	-2.2%
CCCCS(=O)(=O)/C=C\C1C2C=CC(C2)C1S(=O)(=O)CCCC (stereo not given)	-1.0%
Cc1nc2ccccc2c(=O)n1/N=C/c1c(O)ccc2oc3c(c12)CCCC3	-1.8%
COc1ccc(C(=O)N2CCC3(CCN(Cc4ccccc4OC)CC3)CC2)cc1	-2.7%
CN(C)CCCCSC(=N)N	-0.4%&-1.8%
Cc1ccc(S(=O)(=O)N(C)CCCC(=O)n2nc(C)cc2C)cc1	-2.3%
CCn1c(CNC(=O)c2ccc3c(c2)OCO3)nnc1SCC(=O)Nc1cc(C)ccc1OC	-4.4%
O=C1c2ccccc2C(=O)C1(O)O	10.3%
COc1ccc(Cn2c(CCC(=O)O)nc3cccnc32)cc1	-0.7%
CN(C)CCN(C)CCc1ccc(Cl)c(Cl)c1	-1.3%
CNc1nc(C)c(C#N)c(-c2ccccc2)c1C(C)=O	1.7%
CN(C)c1nc(C(=O)OCCO)nc(N(C)C)n1	-0.8%
CC1(C)NC(=O)N(CCOc2cccc(Oc3ccccc3)c2)C1=O	-1.5%
Cn1c(=O)c(-c2cc(F)cc(F)c2)nc2cnc(N3CCNCC3)nc21	-0.6%
O=c1c(-c2ccc(F)c(F)c2)nc2cncnc2n1-c1ccccc1	2.6%
CCCCCCCCCC(=O)N[C@@H](CN1CCOCC1)[C@@H](O)c1ccccc1	-4.0%
COc1ccc(NC(=O)CSc2nc3ccccc3c(=O)n2-c2ccc3c(c2)OCO3)c(OC)c1	-4.7%
CCc1ccc(-c2cn(-c3nc(C)cc(C)n3)c(=N)o2)cc1	12.1%
O=c1[nH]c(C2CCCN(S(=O)(=O)c3ccccc3)C2)nc2c1nnn2Cc1ccccc1 (stereo not given)	-6.1%
CN(Cc1ccccc1)S(=O)(=O)c1ccc(NS(C)(=O)=O)cc1	-5.5%
CCOC(=O)CCCSc1nc2sc(C)c(C)c2c(=O)[nH]1	11.8%
CC(Sc1cccc(C(F)(F)F)c1)C(=O)NC(N)=O (stereo not given)	-0.9%
O=C(Nc1ccc(Br)cc1F)c1ccncc1	-3.5%
COc1cc2c(cc1NC(=O)c1ccc3c(c1)OCO3)oc1ccccc12	-4.2%
Cc1ccc(N2CC(C(=O)N3CCN(c4ccccc4)CC3)CC2=O)cc1 (stereo not given)	-3.5%
O=C(CSc1nnc(C2CCCCC2)n1-c1ccccc1)NCc1ccco1	0.7%
CCN(Cc1ccncc1)S(=O)(=O)c1ccc(C(C)=O)cc1	-3.8%
N#Cc1cccc(-c2cc(-n3ccnc3)ncn2)c1	7.5%
CN(CC(=O)N1CCCc2c1c(=O)oc1ccc(O)cc21)Cc1ccccc1	-1.7%
Cc1cc(NC(=O)COc2cccc3cccnc23)no1	12.3%
CCC(c1nc2ccccc2c(=O)n1-c1cccnc1)N1C(=O)c2ccccc2C1=O (stereo not given)	-4.7%
O=C(NCC(c1cccnc1)N1CCN(c2ccccc2)CC1)c1ccc2c(c1)OCO2 (stereo not given)	-2.5%
CC1(C)CC(=O)c2cnc(NCc3ccco3)nc2C1	-0.4%
Cn1c(=O)[nH]c(=O)c2c1nc(Br)n2CCOc1ccccc1	-4.0%
O=C(COc1ccccc1)NCCSCc1ccco1	-2.6%
CC1(C)OC[C@@H]2O[C@H](n3cnc4c(N)nc(Cl)nc43)[C@@H](OS(C)(=O)=O)[C@@H]2O1	-6.3%[5.75 µM]
COCC(=O)N1CCC2(CCCN(c3ccc(-c4ccccc4)cc3)C2)CC1	-2.2%
Nc1ccc(-c2ccc(N)c(O)c2)cc1O	12.5%
Cc1nc2c3ccccc3[nH]c(=O)n2n1	-3.3%
c1ccc(Cc2nnc3sc(-c4ccc5c(c4)OCO5)nn23)cc1	-0.4%
CC(C)(C)OC(=O)c1c(N)n(CCCN2CCCC2=O)c2nc3ccccc3nc12	0.0%
Cc1cc(=O)[nH]c(SCc2cccc(Br)c2)n1	-2.1%
O=C(NC1CCC(NC(=O)C2CCCO2)CC1)C1CCCO1 (stereo not given)	-3.3%
COc1ccc(N2CC(C(=O)Nc3ccccc3C(=O)NCc3ccco3)CC2=O)cc1 (stereo not given)	-0.1%
O=S(=O)(NCCOCC(F)(F)F)c1ccc2oc3ccccc3c2c1	-3.7%
c1ccc(-n2nnnc2Oc2ccc(-c3nnco3)cc2)cc1	-1.4%
COc1ccccc1OCCC(=O)OCC(=O)Nc1ncc(Cl)cc1Cl	-6.3%
COC(=O)[C@H]1C[C@@H]1[C@H](NC(=O)c1cnccn1)c1ccccc1	-1.5%
O=C1N(CC(=O)N2CCc3ccccc32)CCN1Cc1ccccc1Cl	-5.0%
COc1ccc(-c2csc(N(CCCN3CCOCC3)C(=O)c3ccco3)n2)cc1	-4.0%
CCCCn1c(SCC(=O)c2ccccc2)nc2c1c(=O)[nH]c(=O)n2C	4.1%
Cl.Cl.Cl.Cl.Cl.Cl.N.N.N.N.NNNNN.NNNNN.O.O.[Ru].[Ru].[Ru]	-6.8%
CCOc1ccc2nc(NS(=O)(=O)c3ccc(NC(C)=O)cc3)sc2c1	-1.9%
COc1ccc(N2CSC3=C(C#N)C(c4cccc(OC)c4OC)CC(=O)N3C2)cc1 (stereo not given)	10.4%
Cc1nc(C)n(CC(O)COc2ccc(C(=O)c3ccccc3)cc2)n1 (stereo not given)	-0.9%
CCn1c(SCC(=O)N2CCCC2)nc2ccccc2c1=O	0.6%

Laid out differently: 3 of the compounds above.
mol: COC(=O)[C@H]1C[C@@H]1[C@H](NC(=O)c1cnccn1)c1ccccc1
  AmpC inh det: -1.5%

mol: O=C1N(CC(=O)N2CCc3ccccc32)CCN1Cc1ccccc1Cl
  AmpC inh det: -5.0%

mol: COc1ccc(-c2csc(N(CCCN3CCOCC3)C(=O)c3ccco3)n2)cc1
  AmpC inh det: -4.0%

A portion of the library; the hit share may differ from the screen's.
